# Assay outcomes from PubChem BioAssay.
# HttQ103 aggreg: reduces HttQ103-GFP aggregates in PC12 cells; PC12 HttQ103-GFP aggregates, Acumen cytometry, 40 h; Potency, µM (highest dose often 46.1 µM), for the others: at the top dose activity change, negative = inhibition, usual class: inhibitors; 1.1% of 220,000 active; AID 1688; further: potency means the concentration at half of the fitted maximal effect; on the % scale 0 is the no-effect control and ±100 the full control effect; nearly all actives have a fitted effect of over 60% in size
#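 Using laser scanning cytometry, GFP-positive aggregates were counted after lysis of PC12 cells induced with 100 nM tebufenozide to express HTT exon 1 Q103–GFP. Compounds were tested in titration.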
# GAA inh: alpha-glucosidase (human) inhibition; 0.005% of 200,000 active; AID 1466; P10253; purified human GAA, 4-MU-alpha-glucoside fluorescence; Potency, µM (doses to about 76.9 µM), for inactives: top-dose activity change, negative = inhibition, hits mostly inhibitors;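 further: potency means the concentration at half of the fitted maximal effect; plate controls were uninhibited enzyme wells for no effect and no-enzyme background for full effect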
#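 AC50 values come from Hill fits of compound titrations (up to 77 uM) against 4 nM human enzyme. Substrate 4-methylumbelliferyl-alpha-D-pyranoside at 400 uM, pH 5.0 citrate buffer, 20 min room temperature; fluorescence Ex 365/Em 440 after alkaline stop.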
# Lamin A splicing: modulators of lamin A splicing | HeLa LMNA splicing GFP/RFP minigene ratio, 48 h | Potency, µM (highest dose often 46.1 µM), for inactives: at the highest dose ratio change, negative = inhibition, usual class: inhibitors | 0.01% of 200,000 active | AID 1487; active means well fitted inhibition curve with a large enough effect in the signal ratio, with a control signal flat, not every such curve was filed as active; inconclusive means small, poorly fitted or top-dose-only effect, or effect the other way, or a change in a side signal; the % refers to the signal ratio; further: potency means the concentration at half of the fitted maximal effect; on the % scale 0 is the no-effect control and ±100 the full control effect
#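 S3 HeLa stable clones carrying a lamin A-EGFP splicing minigene plus DsRed2 were seeded at 600 cells/well in Opti-MEM with 2% FBS, pin-dosed and incubated 48 h at 37°C. Acumen cytometry (488 nm) gave the GFP/RFP total-intensity ratio.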
# CBFb RUNX1 block: blocks binding between human CBF-beta and RUNX1. Q01196+Q13951. Potency, µM (doses to about 59.8 µM), without a hit: top-dose activity, negative = inhibition, usual class: inhibitors. 230,000 tested, under 10 active. AlphaScreen CBFb-His/RUNX1-biotin binding, biochemical; further: % of control where 0% means no effect
# Target sequence (Q01196 whole entry, looked up): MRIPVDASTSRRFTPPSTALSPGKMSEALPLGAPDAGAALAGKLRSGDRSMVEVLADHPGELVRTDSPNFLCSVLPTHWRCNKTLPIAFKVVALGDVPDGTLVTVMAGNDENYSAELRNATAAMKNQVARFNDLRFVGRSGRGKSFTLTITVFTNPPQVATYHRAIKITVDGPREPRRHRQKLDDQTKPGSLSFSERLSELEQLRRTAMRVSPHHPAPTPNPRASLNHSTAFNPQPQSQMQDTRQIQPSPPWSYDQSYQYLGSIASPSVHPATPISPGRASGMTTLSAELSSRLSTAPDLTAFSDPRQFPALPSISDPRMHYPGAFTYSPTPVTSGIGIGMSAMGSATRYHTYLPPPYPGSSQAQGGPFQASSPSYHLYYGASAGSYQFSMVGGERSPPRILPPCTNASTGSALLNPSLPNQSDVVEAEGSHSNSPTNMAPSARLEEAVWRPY
# Target sequence (Q13951 whole entry, looked up): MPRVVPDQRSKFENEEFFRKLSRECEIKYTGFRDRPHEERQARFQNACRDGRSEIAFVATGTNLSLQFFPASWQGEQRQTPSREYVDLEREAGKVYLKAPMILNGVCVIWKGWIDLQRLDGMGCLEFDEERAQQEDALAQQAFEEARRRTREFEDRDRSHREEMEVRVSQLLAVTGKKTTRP
#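 Compounds were screened at multiple concentrations against a preformed CBF-beta(His)/RUNX1(biotin) complex (30 nM of each) for 15 min at room temperature, followed by 90 min with nickel and streptavidin beads and AlphaScreen reading.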
# aGlu spleen mod: lysosomal alpha-glucosidase (human) modulation | P10253 | human spleen homogenate, 4-MU-alpha-glucoside fluorescence | Potency, µM (top dose mostly 79.9 µM), for inactives: top-dose activity change, negative = inhibition, most hits filed as inhibitors | 0.006% of 240,000 active;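 further: potency means the concentration at half of the fitted maximal effect; 0% = enzyme with vehicle and -100% = no enzyme basal signal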
#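 Enzyme source: human spleen homogenate, 1 ug/well. Buffer 50 mM citric acid/K phosphate pH 5.0, 0.01% Tween-20. 4-MU-alpha-glucoside 1 mM; 37 C x 40 min; NaOH/glycine stop; fluorescence.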
# HTT ATP protect: cytoprotection in Huntington HTT-Q103 PC12 cell model | 0.14% of 230,000 active | PC12 HTT-Q103 induced, cytoprotection, ATP luminescence, 40 h | Potency, µM (highest dose often 56.4 µM), for the others: cytoprotection (ATP increase), actives largely listed as activators;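 further: potency means the concentration at half of the fitted maximal effect; % of control where 0% means no effect; nearly all actives have a fitted effect of over 45% in size; toxic huntingtin expression switched on by the ecdysone agonist tebufenozide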
#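 PC12 cells with ecdysone-inducible HTT exon 1 Q103-GFP, induced with 100 nM tebufenozide and co-treated with library compounds in a dose series (1536-well, 1500 cells/well). Cytoprotection read as ATP content by ATPlite luminescence.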
# GAA glycogen mod: GAA glycogen-cleavage inhibition or activation | P10253 | recombinant GAA, glycogen substrate, Amplex Red glucose oxidase fluorescence | Potency, µM (top dose mostly 76.4 µM), for inactives: at the highest dose activity change, negative = inhibition, actives largely listed as inhibitors | 0.38% of 300,000 active;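 further: potency means the concentration at half of the fitted maximal effect; 0% = full enzyme reaction and -100% = no-enzyme basal signal; the screen sought inhibitors and activators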
#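 Recombinant human alpha-glucosidase (4 nM final) hydrolysed bovine liver glycogen (30 ug) for 40 min at 37 C in pH 5.0 citrate/phosphate with 0.01% Tween-20. Released glucose detected by glucose oxidase/Amplex Red, Ex 573/Em 610 nm. Compounds up to 77 uM; AC50 from Hill fits.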
# * = called active by the depositor; ? = inconclusive; / = not tested or not shown; [ ] = dose if it differs, or a comment. Unless noted, the call rests on the fitted dose curve; in most records, active means well fitted curve in the direction sought with a large enough effect; inconclusive means small, poorly fitted or top-dose-only effect, or another doubt; inactive means no such curve, though single readings can be large; an effect the other way counts as inactive or inconclusive.
SMILES,HttQ103 aggreg,GAA inh,Lamin A splicing,CBFb RUNX1 block,aGlu spleen mod,HTT ATP protect,GAA glycogen mod
CCO[C@@H]1OC(C(=O)Nc2ccccc2)=C[C@H](c2coc3ccccc3c2=O)[C@H]1CCCO,30%[9.22 µM],/,/,6%,2%,-26%[10 µM],-3%
O=C(O)CSc1nc(-c2ccccc2)nc2c1CCCC2,-12%[9.22 µM],/,/,11%,1%,6%[10 µM],5%
COc1cc2c(cc1NC(=O)CSc1nc3cc(Cl)ccc3s1)oc1ccccc12,9%,-1%,-7%,-6%,-5%,/,6%
CN(C)S(=O)(=O)c1cccc(NC(=S)Nc2ccc3cn[nH]c3c2)c1,-5%,6%,-6%[46 µM],-3%,4%,-18%,-16%
O=C(Nc1ccc2c(c1)OCO2)C1CCN(C(=O)c2ccc(Br)cc2)CC1,16%,7%,-10%[46 µM],14%,-7%,/,22%
CC1CCC(C(=O)O)NC1c1ccc(-c2ccco2)cc1 (stereo not drawn),/,/,/,13%[13.1 µM],7%[17.4 µM],-5%[10 µM],/
Cc1cc(NC(=O)CN2CCCCC2C)nc2c1c(=O)oc1ccccc12 (stereo not drawn),-12%[9.22 µM],/,/,5%,6%,-3%[10 µM],14%
N#Cc1ccc(/C=C/C(=O)c2ccco2)cc1,?,-3%,?,3%,-8%,-9%[10 µM],-10%
Cc1cc(C)n2cc(CSc3nnc(N)s3)nc2n1,-16%,-8%,8%,0%,-10%,-30%[0.074 µM],6%
COc1ccc(C(=O)Nc2ccc3c4c(cccc24)CC3)cc1,3%,-5%,-9%,6%,-3%,-30%,4%
COc1cc(/C=C/c2cc(C(F)(F)F)[nH]c(=O)n2)cc(OC)c1OC,/,?,?,-1%,-16%,/,-7%
Cc1cc(C(=O)COC(=O)c2ccc[nH]c2=O)c(C)n1-c1ccccc1,-12%,-2%,-3%,1%,-6%,-38%[10 µM],10%
Cc1ccc(C)c(NNC(N)=S)c1,?,-6%,/,-9%,-4%,/,9.9µM*
O=C(CCC1COc2ccccc2O1)NCC1COc2ccccc2O1 (stereo not drawn),-7%,1%,0%,-1%,-2%,-5%[0.074 µM],4%
Cc1ccc(C)c(OCC(=O)Nc2ccc(S(=O)(=O)N3CCN(C)CC3)cc2)c1,-18%,-5%,-5%,6%,-12%,19%[10 µM],2%
Cc1ccc(S(=O)(=O)NCCn2c(C)cc3ccccc32)cc1,-2%,-16%,-7%,0%,-6%,-12%,-2%
Cc1c(NC(=O)/C(C#N)=C/c2ccc(-c3cc(Cl)ccc3Cl)o2)c(=O)n(-c2ccccc2)n1C,-26%,7%,?,-30%,-8%,20%[10 µM],10%
O=C(CSc1nnc(SCc2cccc3ccccc23)s1)c1ccc2c(c1)OCO2,3%,-14%,3%,3%,-10%,13%,-11%
CCCn1nnc(NC(=O)c2cccc(Cl)c2)n1,4%,7%,7%,-3%,-6%,-3%,-4%
C/C(CC(=O)NC(C)(C)C)=N\NC(=O)COc1ccc(C)cc1Br,-4%,3%,?,2%,-22%,-22%,-7%
COC(/C=C/Nc1ccc(C)cc1)=C(C#N)C#N,-15%,-22%,-8%,8%,0%,5%[10 µM],6%
C/C=C(/C)C(=O)Nc1cccc(C2=NOC3(C2)C[C@@H](C(N)=O)N(C(=O)CCCCC)C3)c1 (stereo partly drawn),16%[9.22 µM],/,/,18%,-6%,11%[10 µM],4%
O=C(N/N=C/C=C\c1ccco1)c1cccs1,0%,-7%,/,8%,/,-47%[inhibitor],-8%
COc1ccccc1N1CCN(S(=O)(=O)c2cn(C)c(=O)n(C)c2=O)CC1,13%,3%,-8%,10%,-1%,11%[10 µM],-1%
CO[C@H]1COC(=O)[C@H](C)COC(=O)C/C=C\[C@@H](C)[C@H](OC)COC(=O)C/C=C\[C@@H]1C,/,/,/,1%[13.1 µM],-5%[17.4 µM],-14%[10 µM],/

# With a hit mark in GAA glycogen mod (from the list above):
smiles	HttQ103 aggreg	GAA inh	CBFb RUNX1 block	aGlu spleen mod	GAA glycogen mod
Cc1ccc(C)c(NNC(N)=S)c1	?	-6%	-9%	-4%	9.9µM*

# Record cards (already shown). Order of values: HttQ103 aggreg	GAA inh	Lamin A splicing	CBFb RUNX1 block	aGlu spleen mod	HTT ATP protect	GAA glycogen mod
# O=C(Nc1ccc2c(c1)OCO2)C1CCN(C(=O)c2ccc(Br)cc2)CC1 is listed as 16%	7%	-10%[46 µM]	14%	-7%	/	22%
# COc1cc(/C=C/c2cc(C(F)(F)F)[nH]c(=O)n2)cc(OC)c1OC is listed as /	?	?	-1%	-16%	/	-7%

# An excerpt from above in order of number of heavy atoms, smallest number first.
SMILES,HttQ103 aggreg,GAA inh,Lamin A splicing,CBFb RUNX1 block,aGlu spleen mod,HTT ATP protect,GAA glycogen mod
Cc1ccc(C)c(NNC(N)=S)c1,?,-6%,/,-9%,-4%,/,9.9µM*
COc1cc(/C=C/c2cc(C(F)(F)F)[nH]c(=O)n2)cc(OC)c1OC,/,?,?,-1%,-16%,/,-7%
Cc1cc(NC(=O)CN2CCCCC2C)nc2c1c(=O)oc1ccccc12 (stereo not drawn),-12%[9.22 µM],/,/,5%,6%,-3%[10 µM],14%
CO[C@H]1COC(=O)[C@H](C)COC(=O)C/C=C\[C@@H](C)[C@H](OC)COC(=O)C/C=C\[C@@H]1C,/,/,/,1%[13.1 µM],-5%[17.4 µM],-14%[10 µM],/
C/C=C(/C)C(=O)Nc1cccc(C2=NOC3(C2)C[C@@H](C(N)=O)N(C(=O)CCCCC)C3)c1 (stereo partly drawn),16%[9.22 µM],/,/,18%,-6%,11%[10 µM],4%

# Later entries.
SMILES,HttQ103 aggreg,GAA inh,Lamin A splicing,CBFb RUNX1 block,aGlu spleen mod,HTT ATP protect,GAA glycogen mod
Cc1ccc(C(=O)CSc2nnc(-c3ccccc3N)n2C)cc1,13%,-7%,?,4%,-14%,-9%,7%
CCOC(=O)N1CCC(n2c(SCC(=O)c3ccccc3)nc3ccsc3c2=O)CC1,1%,?,16%,-3%,-1%,-1%,9%
COc1ccccc1NC(=O)C1=C(C)Nc2nc3ccccc3n2C1c1cccs1 (stereo not drawn),-2%,-3%,?,-5%,0%,/,2%
CCn1c(=N)n(CC(=O)c2ccco2)c2ccccc21,7%,6%,-28%,4%,-4%,-13%[10 µM],6%
CC(C(=O)Nc1cccc(S(=O)(=O)N2CCOCC2)c1)N1CCN(C/C=C/c2ccccc2)CC1 (stereo not drawn),11%,-5%,/,7%,-2%,/,0%
CC(NC(=S)N1CCN(c2ccccc2)CC1)c1ccccc1 (stereo not drawn),19%[9.22 µM],/,/,5%,-1%,20%[10 µM],-3%
Cc1ccc(C(C(=O)NCc2ccccc2)N(C(=O)c2csnn2)c2cccc3ccccc23)o1 (stereo not drawn),-7%,-12%,1%,-8%,-16%,-4%,-7%
Cc1ccc2c(c1C)NC(=O)C2(O)CC(=O)c1ccc2c(c1)OCO2 (stereo not drawn),-5%,-1%,-3%,6%,-7%,-21%,1%
O=S1CCCSC1c1cccnc1 (stereo not drawn),-2%,4%,24%,12%,-6%,14%[10 µM],-1%
O=C(O)CC(CC(=O)O)(C(=O)O)c1ccccc1,-4%[9.22 µM],/,/,9%,3%,-1%[10 µM],7%
CC(=O)c1cc(F)c(N2CCN(C(=O)COc3ccccc3F)CC2)cc1C,-30%,1%,?,3%,0%,?,3%
Cc1ccc(S(=O)(=O)N2CCC(=O)N(CCOCc3cccc(C)c3)CC2)cc1,-11%,-10%,?,8%[2.36 µM],2%,/,4%
Cn1c(C(N)=O)cnc1Sc1ncc(C(F)(F)F)cc1Cl,10%,5%,-3%,1%,-4%,?,3%
Cc1ccccc1N(C(=O)Cn1nnc2ccccc21)C(C(=O)NCc1ccco1)c1ccncc1 (stereo not drawn),18%,-6%,4%,1%,-7%,-24%,1%
CSc1ncccc1C(=O)N1CCCC(CCC(=O)NCc2ccc(F)c(F)c2)C1 (stereo not drawn),-18%[9.22 µM],/,/,4%,3%,6%[10 µM],9%
Cc1nonc1OCCNCCNc1ccccc1[N+](=O)[O-],-7%,2%,-6%[46 µM],-10%,0%,-41%[inhibitor],1%
C(=C\N1CCCCCC1)/c1nnnn1-c1ccc(-c2ccccc2)cc1,-6%[9.22 µM],/,/,-12%,-2%,6%[10 µM],6%
Cc1ccc(NC(=O)CCCCCN2C(=O)c3ccccc3C2=O)nc1,?,9%,0%,10%,0%,36%[10 µM],7%
CN(Cc1ccccc1)S(=O)(=O)c1cccs1,-28%,4%,-5%,7%,-2%,-7%,-12%
Cc1cc(NC(=O)c2ccc(-c3ccc(F)c(Cl)c3)o2)no1,9%,10%,/,1%,-3%,-23%,6%
Cc1cc(C)n2ncnc2n1,4%[9.22 µM],5%,11%,-4%,7%,-14%,-13%
CC(c1ccccc1F)n1cc(C(=O)NCc2ccncc2)nn1 (stereo not drawn),-5%,3%,-5%,5%,-10%,-20%,3%
CCOC(=O)C1C(C(=O)OC)=C(c2ccc(F)cc2)c2ccccc2N1S(=O)(=O)C(F)(F)F (stereo not drawn),/,/,/,8%,-11%,-23%,/

# Compounds listed so far containing bromine:
SMILES,HttQ103 aggreg,GAA inh,Lamin A splicing,CBFb RUNX1 block,aGlu spleen mod,HTT ATP protect,GAA glycogen mod
O=C(Nc1ccc2c(c1)OCO2)C1CCN(C(=O)c2ccc(Br)cc2)CC1,16%,7%,-10%[46 µM],14%,-7%,/,22%
C/C(CC(=O)NC(C)(C)C)=N\NC(=O)COc1ccc(C)cc1Br,-4%,3%,?,2%,-22%,-22%,-7%
